Bioassay records as filed in PubChem.
M1 ag parental – counter-screen for M1 agonists: effect in parental CHO-K1 cells; Fluo-8 calcium fluorescence; scaled to maximal ATP response, vehicle zero; activation, % at 3 µM; actives 0.48% (n = 360,000); in the data active = activation above about 15%;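 note: untransfected CHO-K1 host cells lacking M1 receptor as counterscreen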
TAAR1 ag – agonists of human TAAR1; CHO RD-HGA16 TAAR1, Fluo-8 calcium fluorescence; vehicle wells 0%, saturating PEA agonist 100%; activation, % at 3 µM; actives 0.99% (n = 360,000);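 active = activation above the mean activation of all test compounds in the run plus 3 SD, cut at about 38% in these data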
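Signal – calcium-sensitive Fluo-8 signal, excitation 470-495, emission 515-575 nm · System – RD-HGA16 (CHO) cells co-expressing Gα16 and hTAAR1 · Incubation – 17-24 h seeding, 75 min 37 °C dye, 30 min RT · Compound dosing – 3 µM single concentration · Repeats – no replicates (n 1)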
TAAR1 antagonist – human TAAR1 antagonism | CHO RD-HGA16 TAAR1, Fluo-8 calcium fluorescence, antagonist | inhibition, % at 3 µM | actives 1.5% (n = 360,000);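 active = inhibition above a per-plate cutoff, the mean inhibition of test compounds on that plate plus 3 SD, cut at about 49% in these data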;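 note: 0% = DMSO plus EC80 beta-PEA response and 100% = DMSO alone without agonist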
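Test system: hTAAR1-expressing CHO RD-HGA16 cells, Gα16-coupled; Probe or stimulus: EC80 β-phenethylamine stimulus; Compound dosing: single nominal final test compound concentration of 3 µM; Timing: 140 s kinetic read after compound, 140 s after agonist; Signal: Fluo-8 calcium-sensitive fluorescence; Measure: % inhibition of agonist calcium response; Controls: DMSO and EC80 PEA controls.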
CHO parental Ca – counter-screen for OX1R antagonists: effect in parental CHO cells; actives 0.63% (n = 330,000); inhibition, % at 5.6 µM; parental CHO-K1, ATP-induced calcium, Fluo-8 fluorescence;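 active = inhibition above that plate's mean sample inhibition plus 3 SD, cut at about 26% in these data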;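 note: 0% = ATP-challenged DMSO wells and 100% = DMSO wells without ATP; some compounds past the cut are filed as inactive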
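Test system: parental CHO cells; detection: calcium-sensitive Fluo-8 fluorescence; evaluation: percent inhibition of calcium signal; also added: ATP as calcium-mobilizing challenge; repeats: one well per compound; control set: ATP-challenged DMSO wells low, unchallenged DMSO wells high; compound: single nominal dose of 5.6 µM per compound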
OXTR potentiate – potentiates the human oxytocin receptor response | CHO-OTR cells, Fluo-8 calcium fluorescence, potentiator mode; 0% = oxytocin EC15, 100% = EC100 | activation, % at 3 µM | actives 0.061% (n = 320,000);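 active = activation above that plate's cutoff, the mean activation of tested compounds plus 3 SD, cut at about 6.6% in these data, passing the limit was not always enough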;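 note: 100% uses oxytocin at 75 nM as the full agonist control; some results filed as inactive read as strong as hits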
Target sequence (P30559 whole entry, looked up): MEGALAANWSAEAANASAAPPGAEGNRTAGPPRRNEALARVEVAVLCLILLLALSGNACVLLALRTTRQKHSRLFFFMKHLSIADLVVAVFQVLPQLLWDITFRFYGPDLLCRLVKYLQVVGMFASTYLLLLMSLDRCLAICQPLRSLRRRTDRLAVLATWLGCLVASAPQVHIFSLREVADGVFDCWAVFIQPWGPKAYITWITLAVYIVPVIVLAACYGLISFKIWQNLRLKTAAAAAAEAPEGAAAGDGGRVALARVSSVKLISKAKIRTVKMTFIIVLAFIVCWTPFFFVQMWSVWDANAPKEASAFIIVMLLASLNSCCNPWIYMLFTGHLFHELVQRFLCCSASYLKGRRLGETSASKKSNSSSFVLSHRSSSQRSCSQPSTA
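Assay system: CHO cell line stably expressing human OTR. Reagent: EC15 oxytocin agonist. Dosing: single dose, 3.0 µM nominal final compound concentration. Timing: compound 6 min at room temperature before oxytocin, 100 s read. Signal: kinetic Fluo-8 calcium fluorescence. Controls: oxytocin EC15 low and EC100 high.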
M1 PAM parental – counter-screen for M1 PAMs: effect in parental CHO-K1 cells. ATP EC20, Fluo-8 calcium fluorescence; 0% at ATP EC20, 100% at ATP max. activation, % at 3 µM. actives 0.02% (n = 360,000);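 active = activation above the run cutoff, the mean activation of all test compounds plus 3 SD, cut at about 40% in these data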;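 note: peak over basal fluorescence ratio in a 140 s read after ATP addition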
CHO-K1 Ca antag – M1 antagonist counterscreen hit in parental CHO-K1 cells; ATP-induced calcium, Fluo-8 fluorescence; inhibition, % at 3 µM; actives 0.6% (n = 360,000); AID 602250;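 active = inhibition above a per-plate cutoff, the plate's mean sample inhibition plus 3 SD, cut at about 24% in these data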;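 note: 0% = DMSO plus EC80 ATP and 100% = DMSO alone without ATP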
CHRM1 antagonist – human CHRM1 antagonism; CHO-K1 hM1, Fluo-8 calcium fluorescence, ACh EC80 antagonist; inhibition, % at 3 µM; actives 1.3% (n = 360,000); AID 588852;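 active = percent inhibition above its own plate's cutoff, namely the mean of that plate's compound wells plus 3 SD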;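 note: peak over basal fluorescence ratio during 140 s after agonist addition; 0% = ACh EC80 plus DMSO and 100% = DMSO alone without agonist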
Target sequence (P11229 whole entry, looked up): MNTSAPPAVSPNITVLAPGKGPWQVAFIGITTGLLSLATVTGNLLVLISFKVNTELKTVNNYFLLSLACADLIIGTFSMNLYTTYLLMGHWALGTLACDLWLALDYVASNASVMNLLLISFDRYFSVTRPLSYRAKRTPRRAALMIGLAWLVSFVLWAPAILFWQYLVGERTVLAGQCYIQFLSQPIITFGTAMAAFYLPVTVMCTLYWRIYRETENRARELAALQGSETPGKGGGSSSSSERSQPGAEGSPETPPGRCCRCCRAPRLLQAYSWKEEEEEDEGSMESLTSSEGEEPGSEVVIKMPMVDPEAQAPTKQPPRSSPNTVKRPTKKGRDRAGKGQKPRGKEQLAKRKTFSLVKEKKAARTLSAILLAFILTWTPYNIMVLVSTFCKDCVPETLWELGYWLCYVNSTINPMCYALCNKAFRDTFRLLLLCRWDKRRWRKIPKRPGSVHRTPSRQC
M1 ag – human M1 muscarinic receptor agonism; AID 588814; P11229; CHO-K1 hM1, Fluo-8 calcium fluorescence, agonist mode; 0% DMSO, 100% acetylcholine EC100; activation, % at 3 µM; actives 0.33% (n = 360,000);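 active = activation above the run's mean compound activation plus 3 SD, cut at about 16% in these data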;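 note: peak over basal fluorescence ratio within a 140 s kinetic read after compound addition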
The depositor's hits bear a star; . = no result given; & = joins results of further samples.

SMILES	M1 ag parental	TAAR1 ag	TAAR1 antagonist	CHO parental Ca	OXTR potentiate	M1 PAM parental	CHO-K1 Ca antag	CHRM1 antagonist	M1 ag
Cc1ccccc1-c1nc(CN2CCC(C(=O)N3CCN(c4ccccn4)CC3)CC2)c(C)o1	1.3	3	-11	-26	-1	1	6	-22	-12
N/C(=N\OC(=O)Nc1ccccc1)c1ccno1	-0.3	1	7	4	-12	-20	16	-25	-2
OC(CN1C2=NCCCN2c2ccccc21)c1ccc(Br)cc1 (configuration not stated)	8.3	3	7	-4	-11	20	-8	-1	-3
C=C1C2(C(=O)NCc3ccco3)CCC(C2)C1(C)C (configuration not stated)	-0.2	5	5	-3	-7	-9	21	11	-2
Cc1c(C)n(CCc2ccccc2)c2ncnc(NCCCN(C)C)c12	-0.5	-2	-14	-17	-13	-12	-25	20	-8
CC1(C)Cc2[nH]c3ccccc3c2C(C)(C)N1	3.3	8	-7	2	-17	4	-12	-5	-8
COc1ccc(CN(C)C[C@H]2OCc3cnnn3CCCC(=O)N([C@H](C)CO)C[C@@H]2C)cc1	0.2	2	-4	.	.	5	-2	1	-6
Cc1ccc(CNC(=O)c2ccc(Cn3nc(C)cc3C)o2)cc1	0.9	1	-4	-14	-5	6	-17	-17	-2
COc1ccc(OC)c(N/C=C/C(=O)c2ccccc2)c1	1.6	1	-6	-13	-9	6	1	-22	-4
O=C1/C(=C/c2ccccn2)SC(=S)N1c1ccc(O)cc1	0.3	8	-14	-4	-5	-14	-2	0	-1
Cc1ccc(S(=O)(=O)CCC(=O)NCc2ccccc2Cl)cc1	-0.2	7	1	-5	-5	12	1	-5	-7
CCc1ccccc1NC(=O)CN(c1ccc(OC)cc1OC)S(=O)(=O)c1ccccc1	0.7	0	-10	-20	-23	19	-18	-12	-3
C[C@@H]1COC(=O)[C@@H](CC(=O)OC(C)(C)C)C/C=C\C[C@@H](CC(=O)N[C@H](CO)Cc2ccccc2)C(=O)N1	0.0	2	13	-9	2	11	-11	1	-6
CCC(C)NC(=O)CN1C(=O)c2cccc3cccc1c23 (configuration not stated)	0.0	1	-18	.	.	12	1	-10	-3
Cc1ccc(Cl)cc1N1CCN(S(=O)(=O)c2cc3c(cc2C)NC(=O)CO3)CC1	0.0	3	-15	-12	1	10	-1	-8	-3
O=S(=O)(c1cccc(-c2n[nH]c(=S)n2Cc2ccccc2)c1)N1CCOCC1	1.0	0	6	-11	-3	3	-11	-11	0
CCn1cc(C(=O)Nc2cccc(NC(C)=O)c2)c2cc(OC)c(OC)cc2c1=O	0.2	14	-7	-5	-4	13	-12	-6	0
COCCN(C(=O)c1snc(C(N)=O)c1N)C(C(=O)NC1CCCC1)c1cc(OC)c(OC)c(OC)c1 (configuration not stated)	0.9	-3	1	-12	-1	-6	-1	-10	-3
CC(=O)c1c[nH]c(C(=O)NCc2cccc(C(F)(F)F)c2)c1	2.7	1	11	-13	-14	4	-11	-10	-2
CC(C)C(=O)N1CCN(c2ccccc2NC(=O)c2ccc3c(c2)OCCO3)CC1	-0.1	.	.	.	.	-17	-1	2	-6
COc1ccc(S(=O)(=O)N(C)C)cc1NC(=O)CSc1nncs1	0.1	0	-22	-5	1	3	-6	-7	-2
O=C(c1ccco1)N(Cc1ccc([N+](=O)[O-])cc1)c1ccc(Br)cc1	0.5	5	-1	-15	-22	7	-3	12	-5
Cc1cc(C)c(C)c(S(=O)(=O)N2CCC(C(=O)Nc3ccncc3)CC2)c1C	2.5	5	10	-8	-6	-8	0	6	-2
CN(CC1CCOCC1)C(=O)CC1C(=O)NCCN1Cc1cccc(C(F)(F)F)c1 (configuration not stated)	0.9	2	2	.	.	-8	-9	-6	-3
COCCn1nnnc1CN1CCN(C(=O)c2ccco2)CC1	0.8	-3	-7	-1	-5	7	-14	-7	-6
COCCn1c(NCc2ccco2)nc2c1c(=O)[nH]c(=O)n2C	1.0	1	-4	8	-7	13	-1	5	-10
COc1cc(/C=N/NC(=O)CSCc2ccc([N+](=O)[O-])cc2)cc(OC)c1OC	2.2	2	9	-16	-9	7	-5	2	-2
O=C1C2CSCN2C(=O)CN1CCCN1CCN(C(c2ccccc2)c2ccccc2)CC1 (configuration not stated)	-0.7	0	-6	-15	-4	0	9	62*	-9
CCOC(=O)c1c(-c2ccccc2)cn2ccccc12	-0.8	6	2	6	-16	-10	6	11	-5
COc1ccc(-c2nnc(SCC(=O)NC(=O)Cc3ccccc3)n2C)cc1	-0.3	-2	4	-10	-1	0	-17	-3	-2
CCOC(=O)C1(CC2CCCCO2)CCN(S(=O)(=O)c2ccc(OC)cc2)CC1 (configuration not stated)	2.1	6	2	-16	-14	14	-13	-2	-5
O=C(O)CC(NC(=O)C1CCCCC1)c1ccc(OC2CCCC2)cc1 (configuration not stated)	0.6	3	11	-4	3	17	-1	-8	-8
CCOc1ccccc1Nc1nnc(SCC(=O)NC2CC2)s1	0.0	0	12	-17	-3	22	-8	-1	-2
c1ccc(COCC2CCNCC2)cc1	0.2	0	-11	4	4	-12	4	-6	-8
COC(=O)C(NC(C)=O)(Nc1nc2c(C)cc(C)cc2s1)C(F)(F)F (configuration not stated)	0.1	12	-1	-8	0	-5	12	-2	-4
CN1CCc2cc3c(c4c2C1CC41CCC(=NO)CC1)OCO3 (configuration not stated)	0.0	2	-1	-13	-9	-11	21	27	-5
CCNC(=O)C1(C)CCN(C(=O)c2c(-c3ccccc3)noc2C)C1 (configuration not stated)	-0.1	2	-7	.	.	-11	2	-10	-4
Cc1ccc(NCc2nnc3n2CCCCC3)c(C)c1	-0.4	9	11	0	-10	9	-6	2	-1
Cc1ccc2nc(C3CCCCC3)c(Cc3cccc(Cl)c3)n2c1	1.1	15	-5	.	.	-2	0	16	-6
Cc1ccc(-c2nnc(N3CCN(C(=O)c4ccco4)CC3)c3ccccc23)cc1	0.0	6	4	-31	-1	-1	-1	21	-6
C[C@H](CO)N1C[C@H](C)[C@H](CN(C)Cc2ccccc2)Oc2ncc(Br)cc2C1=O	0.5	3	-21	.	.	-6	-10	-13	-9
COc1ccc(CCNC(=O)C2CCN(Cc3nc(-c4ccccc4C)oc3C)CC2)cc1OC	2.1	4	-2	-18	-3	4	-5	-5	-3
O=C(/C=C/c1ccc(Cl)cc1)Nc1ccc(S(=O)(=O)Nc2ncccn2)cc1	0.4	-1	0	-3	-7	8	-22	-8	-4
COc1cc(/C=N/NC(=O)CN2CCCCC2)ccc1OCc1ccccc1	0.1	3	-11	5	-5	-13	22	12	-4
Cc1ccc(-c2nc3ncccn3c2NC2CCCCC2)o1	2.1	12	6	-38	3	2	-4	-3	-2
C=CCn1c(SCCN2C(=O)c3ccccc3C2=O)nc2scc(-c3ccccc3)c2c1=O	0.4	.	.	-18	-1	5	-2	10	-4
O=C(c1ccc(Br)o1)N1CCN(Cc2ccccc2Cl)CC1	0.8	4	3	-16	-13	13	-6	-6	-8
O=C(c1ccccc1)c1ccccc1C(=O)c1ccccc1	-0.1&1.9	1&-3	-21&-1	-5&-3	-10&0	3&17	-7&-5	-20&2	-4&-5
Cc1ccccc1N(C(=O)Cc1cccs1)C(C(=O)NCC1CCCO1)c1cccnc1 (configuration not stated)	1.1	3	4	-15	0	16	-23	-4	-4
O=C(NC1CCCC1)c1cnn2c(C(F)(F)F)cc(-c3ccc4c(c3)OCO4)nc12	-0.3	.	.	-5	-3	-4	-4	2	-5
O=S(=O)(Nc1ccc(Cl)c(C(F)(F)F)c1)c1cnc[nH]1	0.1	11	-8	-22	-8	-1	-3	-7	-1
CCCCc1ccc(NC(=O)c2ccc(NS(C)(=O)=O)cc2)cc1	2.9	0	-11	-4	-10	-8	21	8	-7
COc1cccc(NC(=O)[C@@H]2CCCN2C(=O)[C@@H]2Cc3ccccc3CN2C(=O)OC(C)(C)C)c1	-0.5	-3	-23	-22	-2	8	-17	-7	-4
CCn1cc(C(=O)OCC(=O)c2ccc(Cl)cc2)c(=O)c2ccc(C)nc21	-0.7	8	-17	-16	2	15	-9	-5	-4
COc1ccccc1CN1CCCC(CN(CCN(C)C)C(=O)C2CCCC2)C1 (configuration not stated)	-0.4	-1	-11	-5	-3	-8	-3	-17	-8
Nc1ccc(Oc2cccc(Oc3ccc(N)cc3)c2)cc1	0.6	7	19	5	-14	17	-15	-14	-5
CCOc1ccc(CN2CCNC(=O)C2CC(=O)NCc2csc(C)n2)cc1 (configuration not stated)	-0.1	1	-17	-14	-13	-4	-2	5	-3
COc1cccc(C(=O)N2CCOCC2)c1OC	1.6	2	-9	4	-8	9	-12	-15	-5
CC1(C)CC2CC(C)(CN2CC(O)c2ccccc2)C1 (configuration not stated)	-1.4	0	-6	-17	-4	11	-16	-17	-11
CCCCCCN1C[C@H](O)[C@@H](n2cc(COC(=O)c3ccccc3)nn2)C[C@@H]1c1ccc(Cl)cc1	-0.1	1	7	.	.	9	-2	4	0

Marked active in CHRM1 antagonist (from the list above):
SMILES | TAAR1 antagonist | OXTR potentiate | CHRM1 antagonist
O=C1C2CSCN2C(=O)CN1CCCN1CCN(C(c2ccccc2)c2ccccc2)CC1 (configuration not stated) | -6 | -4 | 62*

(more compounds)
SMILES	M1 ag parental	TAAR1 ag	TAAR1 antagonist	CHO parental Ca	OXTR potentiate	M1 PAM parental	CHO-K1 Ca antag	CHRM1 antagonist	M1 ag
S=c1[nH]nc(Cc2cccc3ccccc23)n1-c1ccccc1	0.1	1	-13	-3	-9	6	7	-31	1
CCn1c(=O)c(C(C)=O)nc2ccccc21	0.4	2	-10	-17	-12	16	-10	-6	-3
O=C(Nc1ccccc1OC(F)F)c1ccc(-n2cncn2)c([N+](=O)[O-])c1	0.5	3	0	-27	1	-25	2	17	-1
CCOC(=O)c1c(C)c2c(=O)[nH]cnc2n1-c1ccccc1	0.5	1	-22	-11	1	-7	-12	-7	-2
Cc1ccc(/C=C/C(=O)Nc2ccncc2)o1	0.7	2	-25	-16	-7	-1	8	-9	-5

Reprinted at random: three records from the list.
SMILES	M1 ag parental	TAAR1 ag	TAAR1 antagonist	CHO parental Ca	OXTR potentiate	M1 PAM parental	CHO-K1 Ca antag	CHRM1 antagonist	M1 ag
CCOC(=O)c1c(C)c2c(=O)[nH]cnc2n1-c1ccccc1	0.5	1	-22	-11	1	-7	-12	-7	-2
O=C(Nc1ccccc1OC(F)F)c1ccc(-n2cncn2)c([N+](=O)[O-])c1	0.5	3	0	-27	1	-25	2	17	-1
S=c1[nH]nc(Cc2cccc3ccccc23)n1-c1ccccc1	0.1	1	-13	-3	-9	6	7	-31	1
